Screens from PubChem.
DNMT1 block: blocks human DNA methyltransferase DNMT1; 0.83% of 360,000 active; DNMT1 molecular beacon, Hinp1I cleavage, fluorescence; P26358; inhibition (reported as % activation of signal), % at 10 µM; in the data active = inhibition above about 50%
MsrA inhibitor: inhibits bovine methionine sulfoxide reductase A; inhibition, % at 15.5 µM; 0.75% of 360,000 active; purified bovine MsrA, absorbance read-out; AID 651718; in the data active = inhibition above about 4.5%;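 also: 0% = vehicle wells with enzyme and 100% = reference inhibitor wells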
CSN deneddyl inh: blocks human CSN-mediated cullin deneddylation; Q92905; Purified CSN, SCF-Nedd8-OG deneddylation, fluorescence polarization; inhibition, % at 12.5 µM; 0.38% of 360,000 active;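 active = pattern-corrected inhibition above about 35%, with an unprinted fluorescence ratio check between 0.5 and 1.5, limit read from the data, passing the limit was not always enough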;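 also: 0% = enzyme with substrate and 100% = substrate without enzyme; some results filed as inactive read as strong as hits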
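Detection – fluorescence polarization · System – HEK293T-derived human Csn5 enzyme · Controls – substrate-only high control, full reaction low control · Timing – 90 min, room temperature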
Rpn11 block: inhibitors of human proteasome Rpn11; human 26S proteasome, Ub4-pepOG fluorescence polarization; 20S core pre-blocked with epoxomicin; calls only at 20 µM; 0.59% of 360,000 active; AID 588493;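 active = inhibition at 20 µM, scaled to each plate's controls, above about 33%, limit read from the data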
SUMO1-SIM PPI: alters human SUMO1 binding to SIM partners | AID 602429 | inhibition, % at 20 µM | SUMO1 binding to a labelled peptide, TR-FRET, 1 h | 0.33% of 360,000 active; in the data active = inhibition above about 37%
Target sequence (P63165 whole entry, looked up): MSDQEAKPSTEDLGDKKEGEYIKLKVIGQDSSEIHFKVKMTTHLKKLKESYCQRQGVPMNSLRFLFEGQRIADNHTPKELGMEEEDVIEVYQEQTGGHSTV
Scp1 inh: Scp-1 (human) phosphatase inhibition | Q9GZU7 | Recombinant Scp1, phosphopeptide, malachite green phosphate absorbance | AID 493091 | 0.88% of 340,000 active | inhibition, % at 20 µM;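 active = inhibition above about 50% at 20 µM, limit read from the data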;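 also: plate controls were DMSO wells with enzyme for no effect and wells lacking enzyme for full effect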
Target sequence (Q9GZU7 76-261 limits assumed): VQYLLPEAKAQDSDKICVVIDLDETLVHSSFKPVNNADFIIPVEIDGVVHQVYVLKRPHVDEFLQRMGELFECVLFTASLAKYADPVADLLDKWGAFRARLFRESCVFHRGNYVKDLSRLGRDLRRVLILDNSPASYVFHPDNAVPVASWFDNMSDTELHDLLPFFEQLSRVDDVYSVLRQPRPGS
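System: truncated SCP-1 phosphatase (76-261aa); medium: Tris acetate buffer pH 5.5 with MgCl2 and Tween-20; incubation: 45 min room-temperature reaction, 5 min colour, 30 min stabiliser; compound: single 20 µM dose, 1% DMSO; reagent: Phosphorylated 17-residue peptide substrate; read-out: % inhibition at 20 µM; technique: colorimetric free-phosphate detection, absorbance 630 nm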
NadD inh: NadD (S. aureus) enzyme inhibition. purified NadD enzyme, colorimetric absorbance read-out. AID 602399. 0.78% of 360,000 active. inhibition, % at 20 µM; in the data active = inhibition above about 26%; also: some compounds past the cut are filed as inactive
STEP block: STEP (human) phosphatase inhibition; recombinant STEP, OMFP fluorogenic substrate, fluorescence; inhibition, % at 20 µM; 0.25% of 360,000 active; AID 588621;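 active = inhibition at 20 µM, scaled per plate between control wells, above about 37%, limit read from the data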;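 also: 0% = DMSO with enzyme and substrate and 100% = substrate only without enzyme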
Target sequence (P54829 whole entry, looked up): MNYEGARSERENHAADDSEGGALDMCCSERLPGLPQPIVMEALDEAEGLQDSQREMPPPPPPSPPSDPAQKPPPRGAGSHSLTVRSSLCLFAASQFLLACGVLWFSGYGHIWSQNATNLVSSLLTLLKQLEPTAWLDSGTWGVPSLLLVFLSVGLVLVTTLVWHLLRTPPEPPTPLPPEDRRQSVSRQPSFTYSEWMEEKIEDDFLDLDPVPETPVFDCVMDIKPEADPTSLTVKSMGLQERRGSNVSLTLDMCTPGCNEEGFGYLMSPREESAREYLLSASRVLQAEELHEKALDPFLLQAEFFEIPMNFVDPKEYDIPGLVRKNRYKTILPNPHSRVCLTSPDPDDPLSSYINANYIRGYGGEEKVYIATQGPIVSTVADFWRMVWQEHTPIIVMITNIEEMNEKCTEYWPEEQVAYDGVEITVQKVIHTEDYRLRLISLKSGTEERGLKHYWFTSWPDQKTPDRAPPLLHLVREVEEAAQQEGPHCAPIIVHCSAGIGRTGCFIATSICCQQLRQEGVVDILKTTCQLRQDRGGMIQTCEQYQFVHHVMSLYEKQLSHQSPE
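Assay system: isolated STEP enzyme / Timing: 20 min at room temperature, dark / Doses: 20 µM, 1% DMSO / Technique: fluorescence intensity, excitation 480 nm, emission 540 nm / Reagent: fluorogenic phosphatase substrate OMFP at 25 µM final / Measure: percent inhibition scaled to no-enzyme and uninhibited-enzyme controls, plate-pattern corrected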
LMPTP inh: LMPTP (human) inhibition; AID 651560; 0.22% of 360,000 active; inhibition, % at 20 µM; P24666; recombinant LMPTP-A, OMFP fluorogenic substrate, fluorescence intensity;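 active = compounds that cut the enzyme signal by at least half of the control window in the single-dose screen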;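 also: plate controls were DMSO wells with enzyme plus substrate for no effect and substrate without enzyme for full effect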
Target sequence (P24666 whole entry, looked up): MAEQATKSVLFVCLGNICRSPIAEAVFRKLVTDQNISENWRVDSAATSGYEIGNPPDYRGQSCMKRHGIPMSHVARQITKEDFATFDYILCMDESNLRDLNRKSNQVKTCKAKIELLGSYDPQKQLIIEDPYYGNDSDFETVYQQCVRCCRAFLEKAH
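Assay system: LMPTP-A phosphatase enzyme | Input: 0.625 nM enzyme | Also added: Fluorogenic phosphatase substrate OMFP at 400 µM final | Compound dosing: One test concentration per compound, 20 µM, with 3% DMSO overall | Schedule: 50 min enzyme reaction at room temperature, protected from light | Signal: Fluorescence intensity | Benchmarks: no-enzyme and uninhibited controls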
Tb MetRS inh: Trypanosoma brucei MetRS inhibition; inhibition, % at 11.9 µM; purified T. brucei MetRS, ATP depletion, Kinase-Glo luminescence; 0.4% of 360,000 active;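 active = inhibition above a per-plate cutoff of the control wells' mean inhibition plus 3 SD, cut at about 5.5% in these data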;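 also: 0% = DMSO wells median and 100% = median of wells with control inhibitor compound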
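Material: parasite MetRS enzyme / Replication: singlicate, one well per compound / Signal: luminescence of leftover ATP / Schedule: 2 h aminoacylation at 25 °C after 15 min preincubation / Medium: HEPES-MgCl2-KCl buffer plus DTT, spermine, BSA, pyrophosphatase / Doses: 11.9 µM single point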
Active calls of the source: *; i = inactive; · = not tested or not shown.

SMILES | DNMT1 block | MsrA inhibitor | CSN deneddyl inh | Rpn11 block | SUMO1-SIM PPI | Scp1 inh | NadD inh | STEP block | LMPTP inh | Tb MetRS inh
COc1ccc(NC(=O)/C=C/C(=O)O)c(OC)c1 | -3 | 2.1 | -3 | i | 2 | -4 | -4 | -1 | -2.9 | 2.7
Cc1ccc(C(C(=O)NC2CCCC2)N(C(=O)c2csnn2)c2cccc(F)c2)o1 (configuration not stated) | -3 | -0.3 | 0 | i | -1 | -3 | -5 | -2 | -0.6 | -0.2
CC(C)C/C(O)=C/c1nc2cc(Cl)ccc2oc1=O | -2 | 0.4 | -1 | i | -1 | -10 | -4 | 5 | -1.4 | 0.2
COc1cccc(N=CC2=C(O)CCCC2=O)c1 | -4 | 2.8 | -14 | i | -2 | -4 | 0 | 0 | 0.4 | 0.1
O=C(Nc1ccncc1)c1ccccc1F | -1 | 0.1 | 3 | i | 0 | 0 | 10 | 0 | -0.8 | 0.0
C=CCNC(=O)C1CC(=O)N(c2ccc(OCC(=O)Nc3ccc(C)cc3)cc2)C1 (configuration not stated) | 2 | -0.6 | 4 | i | 0 | -2 | 1 | 1 | -2.7 | -1.0
O=C(CSCc1ccc(F)cc1)Nc1nc2c(s1)CCCC2 | -4 | -0.4 | -7 | i | 3 | 9 | -4 | 0 | 2.2 | -0.7
CCSc1ccccc1C(=O)N1CCCC1 | -1 | 0.5 | -5 | i | 1 | -11 | -9 | 0 | -0.3 | 0.5
CC(NC(=O)CN1CCN(c2cccc(Cl)c2)CC1)c1ccccc1 (configuration not stated) | 2 | -0.5 | -1 | i | -2 | 1 | 3 | 1 | 0.0 | -1.0
Cc1cc(Br)ccc1NC(=O)CN(C)C(=O)C1CCN(C(=O)c2ccc(F)cc2)CC1 | -3 | -1.0 | 0 | i | 0 | -8 | 2 | 7 | 0.0 | 1.0

The closing five entries of the section before are carried over, then new ones follow.
SMILES | DNMT1 block | MsrA inhibitor | CSN deneddyl inh | Rpn11 block | SUMO1-SIM PPI | Scp1 inh | NadD inh | STEP block | LMPTP inh | Tb MetRS inh
C=CCNC(=O)C1CC(=O)N(c2ccc(OCC(=O)Nc3ccc(C)cc3)cc2)C1 (configuration not stated) | 2 | -0.6 | 4 | i | 0 | -2 | 1 | 1 | -2.7 | -1.0
O=C(CSCc1ccc(F)cc1)Nc1nc2c(s1)CCCC2 | -4 | -0.4 | -7 | i | 3 | 9 | -4 | 0 | 2.2 | -0.7
CCSc1ccccc1C(=O)N1CCCC1 | -1 | 0.5 | -5 | i | 1 | -11 | -9 | 0 | -0.3 | 0.5
CC(NC(=O)CN1CCN(c2cccc(Cl)c2)CC1)c1ccccc1 (configuration not stated) | 2 | -0.5 | -1 | i | -2 | 1 | 3 | 1 | 0.0 | -1.0
Cc1cc(Br)ccc1NC(=O)CN(C)C(=O)C1CCN(C(=O)c2ccc(F)cc2)CC1 | -3 | -1.0 | 0 | i | 0 | -8 | 2 | 7 | 0.0 | 1.0
CC(=Cc1cccs1)C(=O)c1ccccc1 | 4 | 1.2 | 0 | i | -18 | · | -10 | -1 | 0.4 | 0.1
CCOC(=O)N1CCN(C(=O)c2c(Cl)cnn2C)CC1 | 3 | 0.6 | 2 | i | 1 | -5 | -3 | -1 | -1.3 | -0.2
CCOC(=O)C1CCCN(C(=O)C2CCN(Cc3nc(-c4ccc(Cl)cc4)oc3C)CC2)C1 (configuration not stated) | -3 | -0.7 | 2 | i | -6 | -13 | -2 | 2 | 0.3 | 0.0
CCc1cccc(CC)c1NC(=O)COC(=O)CCc1cc(OC)c(OC)c(OC)c1 | 2 | 0.7 | -5 | i | -2 | 3 | 1 | -4 | -0.6 | -1.2
CC(=O)CC(=O)Nc1nc(C)cc(C)n1 | -2 | 2.1 | 0 | i | -2 | -11 | -4 | 6 | 0.1 | 0.1
CC(C)(C)C(=O)O/N=C(\N)COc1cccc(Cl)c1 | 2 | -0.4 | -3 | i | 2 | 79* | -2 | -1 | 0.3 | -0.7
CN1CCN(C(=O)C(=O)c2cn(CC(=O)N3CCOCC3)c3ccccc23)CC1 | 3 | 1.4 | 1 | i | 6 | · | 1 | -2 | -0.4 | 0.3
Cc1ccc(OCc2ccc(C(=O)Nc3cc(C)on3)o2)c([N+](=O)[O-])c1 | 5 | 0.0 | 6 | i | 3 | -6 | -1 | -1 | 1.0 | -0.3
Cc1cc(NC(=O)CCCC(=O)OCC(F)(F)C(F)F)cc(C)c1C(=O)O | 0 | -0.6 | 0 | i | 2 | 5 | -3 | -2 | 1.0 | 0.7
Cc1cc(C(=O)O[C@H]2[C@H](C)NS(=O)(=O)[C@H]3C[C@@H]4C=C[C@]23O4)cc([N+](=O)[O-])c1 | 0 | 0.8 | 1 | i | -5 | -6 | -2 | 2 | -0.4 | 0.3
COc1ccc(OC)c(NC(=O)N[C@@H](Cc2ccccc2)C(=O)O)c1 | 3 | -0.3 | 4 | i | 0 | -4 | -5 | 1 | -2.4 | -0.3
CN1CN(C)c2ccc([N+](=O)[O-])c3cccc1c23 | 1 | 1.0 | 1 | i | -53 | -9 | -5 | 3 | 5.6 | -1.1
Cc1ccc([N+](=O)[O-])cc1NC(=O)CSc1nnc(C)n1CC1CCCO1 (configuration not stated) | 0 | 0.1 | 1 | i | -11 | -1 | 7 | 3 | -0.8 | -0.1
Cn1c(=O)c2c(nc(OCc3cccnc3)n2Cc2ccccc2)n(C)c1=O | 1 | 0.0 | 9 | i | 2 | -13 | 5 | 0 | -3.6 | 0.3
Oc1ccccc1CNCCCNCc1ccccc1O | -2 | -0.8 | 0 | i | 3 | 1 | -6 | -4 | 1.5 | 0.0
Cc1onc(-c2ccccc2)c1C(=O)N1CCN(S(=O)(=O)c2ccccc2C(F)(F)F)CC1 | 1 | 0.4 | 3 | i | 1 | 3 | -2 | 6 | -1.6 | -0.4
CCC1=NN2C(=N)/C(=C\c3cccn3-c3ccc(C)cc3C)C(=O)N=C2S1 | 7 | 0.5 | -1 | i | -15 | 0 | 28 | 1 | 3.1 | -0.2
Cc1cc(C)n(NC(=S)NC2CCCC2)c(=O)c1C#N | 1 | -1.2 | 5 | i | 5 | 15 | 7 | -1 | -0.3 | 0.2
Cc1cccc(Nc2nc(N)nc(CN3CCN(c4ccccc4)CC3)n2)c1 | 0 | -0.3 | 1 | i | -5 | -5 | -3 | 4 | -0.3 | -0.5
COC(=O)c1cc(C(=O)OCC(=O)Nc2cc(C)on2)cc([N+](=O)[O-])c1 | 10 | -0.8 | 2 | i | -36 | 25 | -2 | 1 | 1.1 | 0.6
CCOc1ccc(NS(=O)(=O)c2ccc(Cl)c(C(=O)N(C)Cc3cccnc3)c2)cc1 | 2 | 0.3 | 1 | i | 4 | 2 | -2 | -3 | 0.3 | -0.4
COc1cccc(CN(C)C(=O)c2cc(-c3cccs3)nc3ccccc23)c1 | -1 | 1.0 | 0 | i | -5 | -2 | 3 | -2 | 1.7 | -0.3
Cn1nc(-c2ccc(C(=O)N3CCN(Cc4ccccc4)CC3)cc2)c2ccccc2c1=O | -8 | 1.7 | 4 | i | -4 | -5 | 6 | 1 | 0.0 | -0.4
CN1CCN(C(=O)C2=C[C@H](C(C)(C)C)C[C@H](OCCCCO)O2)CC1 | 7 | -0.6 | 3 | i | -1 | 0 | -5 | 0 | -2.1 | -0.2
CCc1ccc(NS(=O)(=O)c2ccc3[nH]cc(C(=O)N4CCc5ccccc54)c(=O)c3c2)cc1 | 18 | 0.0 | -9 | i | 8 | 41 | 22 | 18 | 5.2 | 0.0
O=C(NCC(O)COc1ccc([N+](=O)[O-])cc1)c1ccccc1 (configuration not stated) | -2 | 0.3 | -3 | i | -5 | -1 | -2 | 1 | -0.2 | -0.2
CNC(=O)c1nnn(-c2ccccc2)c1C(=O)NC | 7 | 1.4 | -5 | i | 2 | -7 | 2 | 0 | 1.1 | -0.1
Cn1c(SCc2ccc(Cl)cc2)nnc1C1CC1 | 2 | -0.3 | -2 | i | 20 | -2 | 3 | -3 | -0.3 | -0.7
O=C(O)c1ccc(C2SCC(=O)N2Cc2ccco2)cc1 (configuration not stated) | 2 | 2.9 | 3 | i | 3 | -6 | 5 | 3 | -2.3 | 0.1
OC(c1cccc(Cl)c1)c1ncc(-c2cccc3ccccc23)[nH]1 (configuration not stated) | -5 | -0.1 | 1 | i | -9 | · | 3 | -2 | -0.8 | 0.8
Cc1nc(SCC(=O)Nc2ccc(CN3CCCC3)cc2)c2c(C)c(C)sc2n1 | -5 | 0.8 | 6 | i | -17 | -10 | 4 | -1 | 23 | -0.3
CN(Cc1ccccc1F)C(=O)C1CCCN(C(=O)c2ccc(Cl)cc2)C1 (configuration not stated) | 1 | -1.0 | 0 | i | 5 | -7 | 0 | 1 | -0.2 | -0.4
COc1cccc(C(=O)Nc2cc([N+](=O)[O-])ccc2N2CCN(C)CC2)c1 | -3 | 1.5 | -2 | i | -20 | 0 | -7 | 20 | -0.7 | -0.5
O=S(=O)(c1cnc[nH]1)N1CCN(c2ccccc2)CC1 | 2 | 1.0 | 9 | i | 0 | -4 | 3 | -2 | -1.9 | -0.6
CCOc1ccc(CNc2ncc(-c3ccccc3)n2C)cc1 | -1 | -0.4 | 0 | i | 1 | -7 | -8 | 0 | -0.7 | -0.5
O=C(COC(=O)c1ccncc1)Nc1cccc2ccccc12 | -18 | 0.6 | 0 | i | -10 | -4 | -4 | 2 | -0.6 | -0.3
O=C(Nc1cccc(C(=O)O)c1)/C(=C\c1ccc2c(c1)OCO2)NC(=O)c1ccccc1Br | 3 | 2.8 | -1 | i | -8 | · | -3 | 2 | -1.6 | -0.3
COc1ccc(CNC(=O)CSc2nc(SC)ns2)cc1 | -4 | 0.4 | -2 | i | -2 | 4 | -3 | 0 | -2.8 | -0.3
O=C(Cc1ccccc1)Nc1ccc(CN2CCOCC2)cc1 | 0 | -0.3 | -5 | i | 2 | -7 | -1 | 0 | 0.7 | 0.5
O=C(Nc1ccccc1)/C(=C/c1cccc(Br)c1)NC(=O)c1ccco1 | 17 | -1.2 | -7 | i | -5 | -5 | -3 | 1 | -1.0 | -0.3
CCOC(=O)C1=C(O)/C(=C/c2ccc(OCC(=O)O)c(OC)c2)SC1=Nc1ccc(OCC)cc1 | -4 | 1.4 | 5 | i | 1 | -5 | -1 | 0 | 1.4 | 0.1
CCc1ccc(NC(=S)NC2CC3CCC(C2)N3Cc2ccco2)cc1 (configuration not stated) | -1 | -0.6 | 5 | i | 4 | -4 | -6 | 1 | -1.7 | 0.0
